SENP7 inh: blocks the human protease SENP7. Q9BQF6. inhibition, % at 5 µM. recombinant SENP7, Z-RLRGG-aminoluciferin luminescence, 40 min. 1.5% of 330,000 active;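 active = inhibition above about 50% at the single test dose, limit read from the data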;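 note: plate controls were DMSO with enzyme for no effect and no enzyme buffer wells for full effect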
Target sequence (Q9BQF6 706-1050 limits assumed): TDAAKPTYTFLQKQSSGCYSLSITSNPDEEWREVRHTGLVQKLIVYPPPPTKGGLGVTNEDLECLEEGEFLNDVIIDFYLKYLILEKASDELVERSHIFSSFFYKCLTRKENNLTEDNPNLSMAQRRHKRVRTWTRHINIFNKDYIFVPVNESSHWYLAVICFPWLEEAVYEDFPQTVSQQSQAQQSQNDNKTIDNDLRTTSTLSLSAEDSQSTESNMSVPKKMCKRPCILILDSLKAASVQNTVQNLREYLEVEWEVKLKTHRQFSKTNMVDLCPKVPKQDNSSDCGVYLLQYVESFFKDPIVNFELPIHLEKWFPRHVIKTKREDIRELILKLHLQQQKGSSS
UBC13 polyUb: inhibitors of human UBC13 polyubiquitin chain formation; P61088; AID 485273; TR-FRET; inhibition, % at 20 µM; 0.47% of 330,000 active; in the data active = inhibition above about 45%, passing the limit was not always enough
Target sequence (P61088 whole entry, looked up): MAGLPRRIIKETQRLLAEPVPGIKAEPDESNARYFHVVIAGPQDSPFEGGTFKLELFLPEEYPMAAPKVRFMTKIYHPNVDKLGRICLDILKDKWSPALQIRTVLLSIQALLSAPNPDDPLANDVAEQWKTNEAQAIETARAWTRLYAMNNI
SENP6 block: inhibitors of human SENP6 protease; Q9GZR1; inhibition, % at 10 µM; Recombinant SENP6 catalytic domain, aminoluciferin luminescence; 1.8% of 330,000 active;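 active = inhibition above about 50% at the single tested dose, limit read from the data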;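 note: plate controls were DMSO wells with enzyme for no effect and DMSO wells lacking enzyme for full effect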
PfG6PD inh: PfG6PD (Plasmodium falciparum) enzyme inhibition; PfGluPho enzyme, NADPH resazurin-diaphorase fluorescence; inhibition, % at 20 µM; 0.78% of 350,000 active;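 active = inhibition reaching at least a set limit at 20 µM in the primary screen, cut at about 59% in these data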;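 note: 0% = DMSO wells with substrate and 100% = DMSO wells lacking glucose-6-phosphate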
SENP8 block-1: inhibitors of human SENP8 protease; Q96LD8; purified SENP8, Z-RLRGG-aminoluciferin cleavage, luminescence; inhibition, % at 10 µM; 1.2% of 330,000 active; AID 2540; in the data active = inhibition above about 50%
Target sequence (Q96LD8 whole entry, looked up): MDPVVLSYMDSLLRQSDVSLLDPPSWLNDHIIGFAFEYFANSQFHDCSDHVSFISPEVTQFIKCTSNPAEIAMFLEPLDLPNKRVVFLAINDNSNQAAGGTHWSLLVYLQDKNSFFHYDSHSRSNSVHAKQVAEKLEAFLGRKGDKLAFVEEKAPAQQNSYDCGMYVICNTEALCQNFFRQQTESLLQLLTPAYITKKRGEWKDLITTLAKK
MIN6 prolif: induces beta-cell replication in MIN6 cells | MIN6 cells proliferation, ATPlite luminescence, 48 h; cells starved in 0.2% serum; 100% = growth in 10% serum | proliferation, % at 10 µM | 0.29% of 330,000 active;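 active = compounds whose signal lies at least 3.5 SD above the mean of all wells on their plate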;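 note: 0% = DMSO-treated cells in low-serum medium and 100% = 10% serum control; some compounds called inactive have numbers as strong as hits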
HKDC1 inhibitor: inhibitors of human hexokinase HKDC1; recombinant HKDC1, G6PDH/diaphorase resazurin coupled fluorescence; inhibition, % at 20 µM; 0.16% of 340,000 active; AID 493160;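 active = inhibition above about 35% when tested at 20 µM, limit read from the data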;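 note: plate controls were DMSO wells with enzyme for no effect and DMSO wells lacking enzyme for full effect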
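Incubation: 90 min at room temperature in dark / Material: recombinant HKDC1 (HK5) hexokinase enzyme, produced in-house / Quantity: enzyme 5 µg/mL final / Compound: one dose of 20 µM, 1% DMSO / Reagent: glucose and ATP substrates / Buffer or medium: Tris pH 8.0 buffer with MgCl2, Tween-20, BSA, BME / Technique: resorufin fluorescence at 613 nm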
SENP8 block-2: SENP8 (human) protease inhibition; AID 602440; 0.64% of 360,000 active; Q96LD8; inhibition, % at 20 µM; recombinant SENP8, Nedd8 substrate fluorescence; in the data active = inhibition mostly above about 40%, no sharp cut-off; inactive = mostly below about 27%
SENP1 FRET inh: blocks the human SENP1 SUMO protease catalytic domain; inhibition, % at 10 µM; Q9P0U3; recombinant SENP1 catalytic domain, CyPet-SUMO1-YPet FRET cleavage; 0.21% of 360,000 active;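 active = inhibition at least 30% at 10 µM, raw YFP signal under a set limit, fluorescence ratio 0.5 to 1.5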;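 note: 0% = enzyme with DMSO and 100% = no enzyme wells; some results filed as inactive read as strong as hits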
Target sequence (Q9P0U3 419-644 limits assumed): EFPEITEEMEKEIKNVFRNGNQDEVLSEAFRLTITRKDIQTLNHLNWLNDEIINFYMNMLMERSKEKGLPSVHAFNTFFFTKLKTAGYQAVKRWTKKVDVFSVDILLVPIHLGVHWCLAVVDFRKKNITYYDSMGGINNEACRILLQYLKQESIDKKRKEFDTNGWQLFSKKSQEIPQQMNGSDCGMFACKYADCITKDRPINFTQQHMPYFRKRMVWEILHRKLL
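Test system: human SENP1 catalytic domain; medium: Tris pH 8 buffer plus EDTA, NaCl, BME, BSA, NP40, catalase; incubation: 50 min reaction at room temperature; technique: FRET, CFP and YFP emission; controls: no-enzyme low control and enzyme-plus-DMSO high control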
An asterisk follows results filed as active; . = no result given.

canonical_smiles	SENP8 block-2	SENP6 block	UBC13 polyUb	HKDC1 inhibitor	SENP1 FRET inh	PfG6PD inh	SENP8 block-1	SENP7 inh	MIN6 prolif
Cc1ccc(NC(=S)NC(=O)c2cccs2)cc1F	10.7	-2.3	-7.9	1.6	0.6	10.3	3.2	-6.0	-6.8
CCOC(=O)c1cc2c(ccn2-c2ccc(F)cc2)n1CC(=O)NC(C)(C)C	.	-12.6	-2.1	.	.	.	1.8	-3.0	-2.0
O=C(NCCCc1ccc(F)cc1)C1CCC(=O)N(CCN2CCOCC2)C1 (stereo not given)	14.5	-17.6	-0.7	-8.1	-0.7	9.2	8.8	6.9	-2.9
COCCN(Cc1ccccc1)C(=O)c1ccc(C(=O)c2ccccc2)cc1	18.1	-18.7	6.9	2.1	-1.0	-2.7	-14.2	-11.7	-3.0
Cc1ccc2c(CC(=O)Nc3cccc(S(=O)(=O)N4CCOCC4)c3)coc2c1	-2.6	-3.0	18.8	2.0	2.0	-4.5	-5.3	-3.4	1.0
COc1cc(C(c2nnnn2C2CCCC2)N2CCN(C)CC2)cc(OC)c1OC (stereo not given)	22.8	-8.4	0.2	-5.2	2.0	-2.2	-8.7	1.5	-2.0
CCOC(=O)C1(CC2CCCCO2)CCN(C2CCSCC2)CC1 (stereo not given)	0.8	-38.5	3.8	-10.6	-4.2	0.5	7.8	0.9	-0.5
N#C/C(=C/c1ccc(N2CCOCC2)o1)C(=O)N1CCOCC1	20.5	-16.6	-160.6	3.2	-27.2	3.8	-7.3	-6.2	-0.2
O=C(CNc1cc(S(=O)(=O)N2CCOCC2)ccc1NCC1CCCO1)Nc1ccc(C(F)(F)F)cc1 (stereo not given)	15.8	-1.9	-6.7	0.3	-1.4	10.0	-17.0	-10.9	-5.3
O=C(Nc1nnc(Cc2ccccc2)s1)c1ccco1	2.2	2.0	3.6	-12.8	-1.2	-20.0	0.5	-6.9	-3.2
COc1ccccc1CN1C[C@@H]2C[C@@H](c3[nH]c4ccc(C)cc4c3C)N3CCC[C@@]23C1=O	-215.8	-30.0	-7.9	-5.4	-15.6	11.3	-5.0	-7.9	-5.3
CCC(CC)c1nnc(NS(=O)(=O)Cc2ccccc2)s1	22.0	-2.9	-7.3	-3.1	-0.2	5.7	-3.9	2.6	1.6
COc1ccc(C)c2sc(N(CCCN(C)C)C(=O)c3ccc(S(=O)(=O)N(C)C)cc3)nc12	13.6	1.0	48.6*	-12.7	0.6	-6.2	0.3	5.1	0.3
COc1ccc(N2C(=O)CC(N3CCN(Cc4ccc5c(c4)OCO5)CC3)C2=O)cc1 (stereo not given)	5.1	-15.6	2.7	-12.0	1.9	2.5	-0.3	-7.3	-1.2
CCn1c(SC)nnc1C1CCN(S(=O)(=O)c2ccc(OC)cc2)CC1	14.2	.	.	1.2	1.0	6.7	.	.	.

Single records (already shown):
O=C(NCCCc1ccc(F)cc1)C1CCC(=O)N(CCN2CCOCC2)C1 (stereo not given) is listed as SENP8 block-2 = 14.5; SENP6 block = -17.6; UBC13 polyUb = -0.7; HKDC1 inhibitor = -8.1; SENP1 FRET inh = -0.7; PfG6PD inh = 9.2; SENP8 block-1 = 8.8; SENP7 inh = 6.9; MIN6 prolif = -2.9
O=C(CNc1cc(S(=O)(=O)N2CCOCC2)ccc1NCC1CCCO1)Nc1ccc(C(F)(F)F)cc1 (stereo not given) is listed as SENP8 block-2 = 15.8; SENP6 block = -1.9; UBC13 polyUb = -6.7; HKDC1 inhibitor = 0.3; SENP1 FRET inh = -1.4; PfG6PD inh = 10.0; SENP8 block-1 = -17.0; SENP7 inh = -10.9; MIN6 prolif = -5.3

Continuation.
canonical_smiles	SENP8 block-2	SENP6 block	UBC13 polyUb	HKDC1 inhibitor	SENP1 FRET inh	PfG6PD inh	SENP8 block-1	SENP7 inh	MIN6 prolif
COc1ccc(NC(=O)Nc2cccc3c2O[C@H](CN(C)S(C)(=O)=O)[C@@H](C)CN([C@H](C)CO)C3=O)cc1	14.8	-15.2	-7.3	-5.4	-0.4	-13.2	-18.8	-8.0	-1.6
CCOc1ccc2nc(COC(=O)c3cccs3)c(C(C)=O)[n+]([O-])c2c1	-41.3	-19.6	3.6	5.4	-2.4	-1.7	4.6	1.8	-1.8
O=C(Nc1ccc(F)cc1F)c1ccc2c(=O)n3c(nc2c1)CCC3	9.1	63.6*	1.0	-5.5	-1.2	9.1	26.4	60.7*	0.0
FC(F)(F)c1ccccc1NC(=S)N1CCCC1	1.0	-37.1	1.8	4.3	1.2	-7.2	-9.8	-3.5	0.8
COc1ccc(Cc2noc(-c3ccc(C)cc3)n2)cc1	13.8	-1.0	6.8	2.1	1.4	-1.2	15.9	37.5	-2.6
COC1(OC)N=C(N)C2(C#N)C(c3ccc(F)cc3)C12C#N (stereo not given)	21.7	-2.7	-3.7	-7.2	-0.4	-13.7	1.6	-3.5	-2.3
O=c1cc(CSc2ccc(S(=O)(=O)N3CCCCC3)cn2)nc2sccn12	-106.4	-4.2	-1.2	0.9	8.3	6.5	-8.4	7.8	-0.9
Cc1cc(SCC(=O)c2cccs2)n2nc(C)c(-c3ccc(Cl)cc3)c2n1	-30.2	11.6	-13.6	-7.1	0.0	9.6	-0.6	7.4	0.0
CC1(C)OC(=O)C(=CNC(CO)C(=O)O)C(=O)O1 (stereo not given)	-0.2	-15.5	16.3	2.0	0.5	-19.4	0.5	0.5	-1.7
COc1ccc(-c2cc3cc(C(=O)O)ccn3c2C(=O)c2ccccc2)cc1	-10.3	3.1	1.6	5.2	-53.3	-24.9	13.1	-4.0	-0.5
C/C(=N\N1C(C)CCCC1C)c1ccccc1O (stereo not given)	7.4	-1.4	2.2	1.6	1.0	1.1	3.2	12.2	-0.7
O=C(Nc1cccc(F)c1)c1ccco1	6.1	-15.5	-12.5	-4.3	1.7	-10.7	-14.0	7.9	-0.6
Cc1c(Cl)cccc1NC(=S)N1CCCN(Cc2ccccc2F)C1	14.5	-2.2	1.9	3.5	1.3	-3.1	-11.6	-0.8	-4.4
COc1cccc(=O)c2c(C)n(CC(=O)c3ccccc3)c(C)c12	20.1	-33.2	-5.3	-1.5	1.8	4.0	-4.6	-0.8	-2.5
Cc1cc(C)c(S(N)(=O)=O)c(C)c1N(C)S(=O)(=O)c1ccc(Cl)cc1	16.6	-5.4	-9.4	-2.7	1.1	-12.9	-12.0	9.3	-0.7
COc1ccc(C(=O)c2c(C)oc3cc([N+](=O)[O-])c(O)c([N+](=O)[O-])c23)cc1	16.1	6.3	-62.5	6.7	2.0	-2.1	5.7	2.8	-0.1
CC(=O)NC1N=C(C)N(c2ccccc2)C1=O (stereo not given)	37.4	-0.6	-37.9	-6.1	4.2	47.2	0.4	35.7	-2.3
COc1cccc(NC(=O)CN(C)C(=O)CCNC(=O)c2ccccc2Cl)c1	11.0	-9.9	2.4	0.2	2.9	9.2	-4.9	6.7	4.7
COc1ccc(-c2cc(=O)[nH][nH]2)cc1	41.5*	17.0	-10.3	0.4	1.8	-7.9	2.2	9.9	1.7
CCOC(=O)C(NCCc1ccccc1)(NC(=O)CC)C(F)(F)F (stereo not given)	24.6	-26.4	4.5	-1.3	-0.7	-7.3	-2.8	-0.8	-2.2
O=S(=O)(Nc1ncccn1)c1ccc(NC(=S)NCCc2ccccc2)cc1	19.2	-17.2	-15.1	-2.2	-0.5	-10.8	-2.0	-9.7	-1.4
O=S(=O)(c1ccc(F)cc1)N1CCn2c(nc3ccccc32)C1	11.3	-8.4	1.6	-3.9	-1.0	30.9	-9.6	12.9	6.5
O=C(O)c1ccccc1N/N=C/c1cc(Br)cc(Br)c1O	4.7	101.9*	-0.7	2.4	-99.5	-33.4	92.4*	8.6	-4.3
CC(C)(C)C(=O)Nc1nnc(-c2ccccc2)c(-c2ccccc2)n1	10.6	-4.2	0.5	-1.2	0.9	15.8	7.2	-0.5	-2.4
O=C(NC1CCCCC1)c1c(O)nc2sccn2c1=O	13.9	-4.6	-5.8	0.1	0.0	-3.1	1.9	1.0	-6.2
CCOC(=O)COc1ccc(S(=O)(=O)NCC2CCCO2)cc1 (stereo not given)	6.5	-18.9	2.1	-7.8	-2.2	-0.5	-0.9	5.1	-1.7
CCc1nc(SCc2ccccc2C#N)n[nH]1	13.5	-28.9	5.7	-4.1	1.4	17.8	-12.1	-16.9	-2.9
CC(=O)c1cc2c(cc1NC(=O)c1cc(C)nn1-c1ccccc1)OCO2	-376.6	5.0	6.0	3.2	-45.0	12.7	9.8	1.4	-2.9
O=C(COC(=O)CCc1c[nH]c(=O)[nH]1)Nc1ccccc1Cl	-60.1	3.1	5.7	4.5	-34.1	-8.7	2.4	5.7	1.6
CC1(C)N=C(SCC(=O)Nc2ccc(Cl)cc2)C(c2ccc(Cl)cc2)=N1	-6.1	-8.9	0.9	3.8	3.7	15.0	-9.4	-0.8	-5.5
CCCCn1c(C)nc2c(=O)n(C)c(=O)[nH]c21	-6.5	-2.2	12.1	-4.7	-3.3	16.9	-6.1	1.8	-1.9
Cc1c(NS(=O)(=O)c2ccc(NCCN3CCOCC3)c([N+](=O)[O-])c2)c(=O)n(-c2ccccc2)n1C	4.6	-14.9	-19.1	-12.5	0.9	8.6	5.7	5.6	0.8
O=C(O)C1=C[C@@H](c2coc3ccccc3c2=O)C[C@@H](OCCCCO)O1	-1.0	-16.0	-6.7	1.2	-4.4	-11.1	-12.9	5.1	3.0
O=C(N/C(=C\c1ccco1)C(=O)N1CCCCC1)c1ccc([N+](=O)[O-])cc1	14.6	6.8	3.3	-2.1	1.0	-17.3	6.7	6.1	-0.7
CCOC(=O)C1=C(C)NC(=O)NC1c1ccc(NC(C)=O)cc1 (stereo not given)	-4.3	-9.2	-2.5	-4.2	5.0	2.6	3.8	8.0	-3.0
COC(=O)c1cn(C(=O)c2ccc(OC)cc2)c2ccccc12	18.0	9.7	-9.5	3.6	3.7	9.3	-9.2	1.6	-5.2
Cc1onc(-c2c(F)cccc2Cl)c1C(=O)Nc1ccc(S(=O)(=O)N2CCOCC2)cc1	5.0	11.4	7.0	-9.5	2.7	18.7	3.6	0.8	1.0
COC(=O)c1sccc1NC(=O)c1ccc(C)o1	-20.6	-17.5	2.9	0.2	0.8	-8.6	-5.5	-9.9	0.0
COc1cccc(/C=C/C(=O)OCC(=O)Nc2cccc(S(=O)(=O)NC3=NCCCCC3)c2)c1	-379.0	-15.2	10.6	8.3	0.9	9.6	-5.7	-0.8	0.6
CCn1cc(CN2CCC(n3nccc3NC(=O)C3CCCC3)CC2)c(C)n1	11.8	-13.9	-1.7	-4.1	-0.2	0.2	-7.7	12.9	-3.3
O=C(CCSc1nnc2scc(-c3ccccc3)n12)Nc1nc(-c2ccccc2)ns1	-7.7	-4.1	-3.2	-4.6	0.2	-23.9	-1.5	0.1	-5.9
Nc1c(C(=O)NCCC2=CCCCC2)sc2ccc(S(=O)(=O)N3CCCCC3)cc12	-70.6	4.2	6.2	0.9	-2.7	1.2	0.2	-3.7	-2.4
COc1ccc(-c2nc(CSCC(=O)N3CCN(C)CC3)c(C)o2)cc1OC	-18.6	-1.4	-11.7	-3.8	-0.8	8.7	-3.8	6.2	1.0
COc1cccc(OC)c1OCCN1CCN(C(c2ccccc2)c2ccccc2)CC1	11.6	3.8	11.5	-2.4	1.8	-15.0	2.8	-12.0	-6.9
